Compound activity as filed in PubChem BioAssay.
TRPC4 act – activators of mouse TRPC4 channel, primary screen, Fluo4 calcium, HEK293 TRPC4beta/mu-opioid cells | Short transient receptor potential channel 4 (Mus musculus), Q9QUQ5 | Fluo4 calcium fluorescence; stronger effect = higher value | B-score at 10 µM | 0.49% of 310,000 active | AID 2237, 2010;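 active means B-score above 5 SD of library B-scores, and initial fluorescence ratio not above library mean plus 5 SD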;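 further: positive B-score marks a calcium rise read as TRPC4 activation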
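Assay system: HEK293 stable line with TRPC4beta plus mu-opioid receptor; schedule: 45 min room-temperature Fluo4 loading, 110 s read; technique: kinetic Fluo4 calcium fluorescence; evaluation: integrated baseline-normalised fluorescence ratio, converted to per-well B score; controls: buffer (low) and maximal DAMGO (high)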
TRPC4 PAM – positive allosteric modulators of TRPC4, primary screen, cell-based, mouse TRPC4beta, HEK293 mu-opioid, Fluo-4 calcium; DAMGO EC20, Fluo-4 Ca2+ flux; stronger effect = higher value; B-score at 10 µM; 0.42% of 310,000 active; AID 2227, 2009;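 active means B-score of calcium response area above 5 SD of library B-scores, with initial fluorescence ratio within 5 SD of library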;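 further: B-score of integrated fluorescence ratio over time as area under calcium response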
MrgX1 ag – agonists of human MrgX1 receptor, primary screen, HEK293 cells, Fluo-4 calcium flux; AID 588627, 2011; Fluo-4 calcium fluorescence, agonist mode; stronger effect = higher value; B-score at 10 µM; Mas-related G-protein coupled receptor member X1 (Homo sapiens), Q96LB2; 0.44% of 310,000 active;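 active means calcium response B-score plate-corrected fluorescence ratio at least 3 library SD, with starting fluorescence B-score inside 5 SD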
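Material: MrgX1-expressing HEK293 cells / Dosing: compound as first of three additions / Incubation: overnight seeding, then 1 h dark dye loading / Signal: Fluo-4 NW calcium fluorescence / Evaluation: B-scored fluorescence response ratio / Benchmarks: positive and negative control wells on each plate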
ANO1 activ – TMEM16A chloride channel activators or potentiators, primary screen, cell-based, HTS; B-score at 10 µM; Anoctamin-1 (Mus musculus), Q8BHY3; HEK293 TMEM16A/YFP-H148Q/I152L, iodide quench fluorescence; stronger effect = lower value; 0.3% of 340,000 active;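 active means fluorescence-ratio B-score plate-corrected deviation score at least 3 library SD below zero, with starting fluorescence score within 5 deviations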;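 further: channel opened by trigger with iodide after compound preincubation; score built on the fluorescence ratio of max minus min over baseline; more negative score means more quench and so TMEM16A activation or potentiation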
TRPC6 inhibitor – mouse TRPC6 channel inhibitors, primary screen, cell-based, HEK293, membrane potential dye; Short transient receptor potential channel 6 (Mus musculus), Q61143; ACh-evoked depolarization; stronger effect = lower value; B-score at 10 µM; 1.1% of 310,000 active; AID 2553, 2010;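 active means B-score under library mean minus 3 SD, initial fluorescence not abnormally high, positive integrated signal ratio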;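 further: B-score derived from integrated fluorescence ratio over the kinetic read; more negative B-score means stronger inhibition of depolarization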
Target sequence (Q61143 whole entry, looked up): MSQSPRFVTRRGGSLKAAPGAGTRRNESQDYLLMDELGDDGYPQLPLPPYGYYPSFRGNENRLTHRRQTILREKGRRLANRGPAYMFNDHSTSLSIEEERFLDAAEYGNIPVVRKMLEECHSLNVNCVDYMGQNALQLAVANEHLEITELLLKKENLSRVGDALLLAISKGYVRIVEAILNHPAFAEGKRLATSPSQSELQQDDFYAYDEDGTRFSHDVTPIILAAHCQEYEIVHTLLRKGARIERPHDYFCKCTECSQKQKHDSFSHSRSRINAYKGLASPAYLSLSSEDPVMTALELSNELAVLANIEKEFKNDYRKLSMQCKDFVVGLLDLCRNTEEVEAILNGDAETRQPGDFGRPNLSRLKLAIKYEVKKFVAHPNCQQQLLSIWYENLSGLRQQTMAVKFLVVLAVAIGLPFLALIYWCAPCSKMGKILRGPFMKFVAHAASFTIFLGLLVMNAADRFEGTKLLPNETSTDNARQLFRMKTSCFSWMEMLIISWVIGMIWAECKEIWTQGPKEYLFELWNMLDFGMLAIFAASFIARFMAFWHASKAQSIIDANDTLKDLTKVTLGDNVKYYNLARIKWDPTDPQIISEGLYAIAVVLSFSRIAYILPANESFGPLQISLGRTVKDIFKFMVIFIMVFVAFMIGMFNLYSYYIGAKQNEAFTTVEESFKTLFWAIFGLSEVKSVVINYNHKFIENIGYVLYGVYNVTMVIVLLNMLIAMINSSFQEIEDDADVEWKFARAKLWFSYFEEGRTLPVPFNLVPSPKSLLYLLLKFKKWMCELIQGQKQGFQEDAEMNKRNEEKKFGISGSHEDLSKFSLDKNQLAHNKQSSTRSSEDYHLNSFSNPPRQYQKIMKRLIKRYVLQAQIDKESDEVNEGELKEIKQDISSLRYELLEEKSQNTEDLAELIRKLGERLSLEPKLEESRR
ANO1 block – TMEM16A chloride channel inhibitors, primary screen, cell-based, HTS; Anoctamin-1 (Mus musculus), Q8BHY3; HEK293 TMEM16A/YFP iodide influx fluorescence, ionomycin; normalized B-score (activity score, 25-100; higher = stronger inhibition) at 10 µM; 1.2% of 310,000 active; AID 588511, 2011;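 active means ratio plate-corrected score three or more library SD toward inhibition, starting fluorescence score within five deviations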;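 further: score derived from kinetic fluorescence span divided by baseline fluorescence per well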
MrgX1 antag – antagonists of human MrgX1 receptor, primary screen, HEK293 cells, Fluo-4 calcium flux. AID 588676, 2011. Mas-related G-protein coupled receptor member X1 (Homo sapiens), Q96LB2. 1.3% of 310,000 active. B-score at 10 µM. BAM8-22 antagonism; stronger effect = lower value;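 active means calcium-response B-score plate-corrected more than 3 library SD below zero, starting fluorescence within 5 deviations, no agonist response on first addition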;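 further: peak minus trough fluorescence over baseline after final BAM8-22 challenge near maximal dose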
MrgX1 PAM – positive allosteric modulators of MrgX1, primary screen, HEK293 cells, Fluo-4 calcium flux; Mas-related G-protein coupled receptor member X1 (Homo sapiens), Q96LB2; 0.63% of 310,000 active; AID 588675, 2011; FDSS; stronger effect = higher value; B-score at 10 µM;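 active means plate-corrected calcium response at least 3 library SD above typical, normal starting fluorescence, not activating the receptor alone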;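 further: compound read alongside a low EC10 to EC30 dose of BAM8-22 agonist; peak minus trough fluorescence over baseline measured at the second addition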
RGS4 inh – RGS4 inhibitors, primary screen, cell-based, HEK293 M3R inducible RGS4, calcium flux | Fluo-4 calcium flux; stronger effect = higher value; triggered by carbachol at its EC20 | B-score at 10 µM | 0.45% of 310,000 active | AID 463165, 2010;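 active means B-score, a plate-corrected calcium signal, over three deviations above library mean, with baseline fluorescence within five deviations of library mean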;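 further: RGS4 expression induced by doxycycline in cells with stable M3 receptor; B-score is computed from the integrated fluorescence ratio over baseline after carbachol; higher B-score means a larger calcium signal and so more RGS4 inhibition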
TRPC4 inh – inhibitors of mouse TRPC4 channel, primary screen, Fluo4 calcium, HEK293 TRPC4beta/mu-opioid cells. B-score at 10 µM. 0.39% of 300,000 active. DAMGO-evoked Fluo4 calcium flux; stronger effect = lower value;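 active means B-score over 3 SD under the library average, no early fluorescence shift, positive overall ratio signal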
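Assay system – HEK293 line stably carrying TRPC4beta and mu-opioid receptor · Doses – single dose · Detection – Fluo4 calcium-dye fluorescence, kinetic read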
TRPC6 activator – mouse TRPC6 channel activators, primary screen, cell-based, HEK293, membrane potential dye | Short transient receptor potential channel 6 (Mus musculus), Q61143 | HEK293-TRPC6 membrane potential dye fluorescence; stronger effect = higher value | B-score at 10 µM | 0.13% of 310,000 active | AID 2550, 2010;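 active means B-score of the integrated fluorescence ratio above library mean plus 3 SD, and starting fluorescence ratio within library mean plus 5 SD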;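 further: higher score means more depolarization so channel activation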
Numbers without * were called inactive; i = inactive; x = no result given.

SMILES	TRPC4 act	TRPC4 PAM	MrgX1 ag	ANO1 activ	TRPC6 inhibitor	ANO1 block	MrgX1 antag	MrgX1 PAM	RGS4 inh	TRPC4 inh	TRPC6 activator
Cc1ccc(C(C)(C)C)c(SCC(=O)Nc2nnc(C)s2)c1	i	i	i	i	i	i	i	i	i	i	i
Cc1ccc2cc(CN(C)C(=O)C3CCCO3)c(=O)[nH]c2c1 (stereo not given)	i	i	i	i	i	i	i	i	i	i	i
CN(C)C(=O)/C(=C\c1ccc(-c2cccc([N+](=O)[O-])c2)o1)NC(=O)c1ccccc1	i	i	i	i	i	i	i	i	i	i	i
CN(C)/C=N/c1nc2nccc(-c3ccccn3)n2n1	i	i	i	i	i	i	i	i	i	i	i
CCC1CN(C(=O)N2CCC(C(=O)NCc3ccc(C)o3)CC2)c2cc(C)ccc2O1 (stereo not given)	i	i	i	i	i	i	i	i	i	i	i
COC(=O)/C=C/c1cc(F)ccc1S(=O)(=O)NC(C)(C)C	i	i	i	i	i	i	i	i	i	i	i
COc1ccc2c(ccn2S(=O)(=O)c2ccccc2)c1	i	i	i	i	i	i	i	i	i	i	i
O=C1NC(=S)N/C1=C/c1ccc2ccccc2c1	i	i	i	i	i	i	i	i	i	i	i
CCOC(=O)C(=Cc1ccc(-n2ccnc2)cc1)C(=O)OCC	i	i	i	i	i	i	i	i	13*	i	i
CCOCCCN(C(=O)c1snc(C(N)=O)c1N)C(C(=O)NC(C)(C)C)c1ccc(Cl)cc1 (stereo not given)	i	i	i	i	i	i	i	i	i	i	i
Cc1nn2c(-c3ccc(F)cc3)ccnc2c1Br	i	i	i	i	i	i	i	i	i	i	i
COc1ccc(-n2nc(N)c(C(N)=O)n2)cc1	i	i	i	i	i	i	i	i	i	i	i
COc1ccc(N(CC(=O)NC2CCCCC2)C(=O)CNC(=O)c2cccs2)cc1	i	i	i	i	i	i	i	i	i	i	i
CC(C)CNS(=O)(=O)c1ccc(S(=O)(=O)N2CCN(CCC#N)CC2)cc1	i	i	i	i	i	i	i	i	i	i	i
Cc1cccc2sc(N3CCN(C(=O)c4cccs4)CC3)nc12	i	i	i	i	-5.4*	i	i	i	i	i	i
CC1CCc2c(sc3nc4n(c(=O)c23)CCS4)C1 (stereo not given)	i	i	i	i	i	i	i	i	i	i	i
CC1=CC(C)(C)Nc2ccccc21	i	i	i	i	i	i	i	i	i	i	i
CSc1nc(C)cc(OCC(=O)N/N=C/c2ccccc2O)n1	i	i	i	i	i	i	i	i	i	i	i
COc1ccc(-c2noc(CNC(=O)Nc3ccc(F)cc3)n2)cc1	i	i	i	i	i	i	i	i	i	i	i
CN(C)C(=O)c1ccc(=O)n(Cc2ccc(Cl)cc2Cl)c1	i	i	i	i	i	i	i	i	i	i	i
CSc1cccc(-n2cc(-c3ccc4c(c3)OCO4)[nH]c2=O)c1	i	i	i	i	i	i	i	i	i	i	i
Cc1ccc(-n2c(=O)c3c4c(sc3n3c(=S)[nH]nc23)CCC4)cc1	i	i	i	i	i	i	i	i	i	i	i
COC(=O)/C=C/c1ccc2c(c1)S(=O)(=O)N(Cc1ccc(OC)cc1)[C@H]2CC(=O)OC	i	i	i	i	i	i	i	i	i	i	i
COCCNC(=O)CSc1cc(-c2ccccc2)c2ccc(OC)cc2n1	i	i	i	i	i	i	i	i	i	i	i
CN(C)c1ccc(C(=O)Nc2cc(C(F)(F)F)ccc2-n2cncn2)cc1	i	i	i	x	i	i	-11*	i	i	i	i
N#CC1(NC(=O)CN2c3cccc4cccc(c34)S2(=O)=O)CCCCC1	i	i	i	i	i	i	i	i	i	i	i
Cc1cc(C)c(S(=O)(=O)n2nc(C)c(Br)c2C)c(C)c1	i	i	i	i	i	i	i	i	i	i	i
Cc1ccccc1N(C)S(=O)(=O)c1nnc(NC(=O)c2ccccc2F)s1	i	i	i	i	i	i	i	i	i	i	i
COCCCn1c(SCC(=O)OC2CCCCC2)nnc1-c1ccco1	i	i	i	i	i	i	i	i	i	i	i
CC1CC(C)(C)NC(=S)N1CC(=O)NCc1ccc2c(c1)OCO2 (stereo not given)	i	i	i	i	i	i	i	i	i	i	i

In the list so far, 2 have bromine.
SMILES	TRPC4 act	TRPC4 PAM	MrgX1 ag	ANO1 activ	TRPC6 inhibitor	ANO1 block	MrgX1 antag	MrgX1 PAM	RGS4 inh	TRPC4 inh	TRPC6 activator
Cc1nn2c(-c3ccc(F)cc3)ccnc2c1Br	i	i	i	i	i	i	i	i	i	i	i
Cc1cc(C)c(S(=O)(=O)n2nc(C)c(Br)c2C)c(C)c1	i	i	i	i	i	i	i	i	i	i	i

The listing continues:
SMILES	TRPC4 act	TRPC4 PAM	MrgX1 ag	ANO1 activ	TRPC6 inhibitor	ANO1 block	MrgX1 antag	MrgX1 PAM	RGS4 inh	TRPC4 inh	TRPC6 activator
COc1ccc(C2/C=C\CN(C(=O)Nc3ccc(C(F)(F)F)cc3)CC(=O)N2Cc2ccc(F)cc2)cc1 (stereo not given)	i	i	i	i	i	i	i	i	i	i	i
Cc1nc2ccccc2c(=O)n1CCc1ccc(O)cc1	i	i	i	i	i	i	i	i	i	i	i
COc1ccccc1Nc1ccc(C(=O)NCc2cccs2)cn1	i	i	i	i	i	i	i	i	i	i	i
O=C(NCCc1ccccc1)C1CCCN(S(=O)(=O)c2cccnc2)C1 (stereo not given)	i	i	i	i	i	i	i	i	i	i	i
NS(=O)(=O)c1ccc(CNC(=O)c2cc(=O)c3cc(Cl)ccc3o2)cc1	i	i	i	i	i	i	i	i	i	i	i
Oc1c(N=Nc2ccccc2)sc2ccccc12	i	i	i	i	i	i	i	i	i	i	i
CCCc1cc(=O)n2nc(N3CCC(C(=O)Nc4c(F)c(F)c(F)c(F)c4F)CC3)sc2n1	i	i	i	i	i	i	i	i	i	i	i
CCn1c2ccccc2c2cc(C3C(C#N)=C(N)Oc4n[nH]c(COC)c43)ccc21 (stereo not given)	i	i	i	i	i	i	i	i	25*	i	i
CCCCn1c(-c2ccc(F)c(F)c2)nc2cc3[nH]c(=O)c(C(C)C)nc3cc21	i	i	i	i	i	i	i	i	i	i	i
O=C(NC1CCCc2ccccc21)c1ccc(=O)[nH]c1 (stereo not given)	i	i	i	i	i	i	i	i	i	i	i
COc1ccc(N2CCN(CC(O)COCc3ccccc3)CC2)cc1 (stereo not given)	i	i	i	i	i	i	i	7.7*	i	i	i
CCc1sc(C(=O)NC(C)C2CCCO2)cc1Br (stereo not given)	i	i	i	i	i	i	i	i	i	i	i
COc1ccc(/C=N/N2CCN(c3ccc(Cl)cc3)CC2)cc1	i	i	i	i	i	i	i	i	i	i	i
C=CCN1C(c2ccc(Br)cc2)=CS/C1=C(/C#N)c1nnc(N2CCOCC2)n1-c1ccccc1	i	i	i	i	i	i	i	i	i	i	i
Cn1c(SCC(=O)NC2CCCCC2)nnc1-c1ccccc1O	i	i	i	i	i	i	i	i	i	i	i
CSc1ccc(S(=O)(=O)NCCCn2ccnc2)cc1	i	i	i	i	i	i	i	i	i	i	i
CCc1ncc(C)nc1CC	x	x	i	i	x	100*	i	i	x	x	x
CN(Cc1cnccn1)C(=O)c1cc(COc2cccc(C(F)(F)F)c2)on1	i	i	x	i	i	x	x	x	i	i	i
CC(C)(C)NC(=O)CN(C(=O)CSc1nnc(COc2ccccc2)o1)c1cccc(F)c1	i	i	i	i	i	i	i	i	i	i	i
Clc1ccc(-c2nnc(COc3ncnc4sccc34)o2)cc1	i	i	i	i	i	i	i	i	i	i	i
O=C(NC(=S)N1CCc2ccccc21)c1ccco1	i	i	i	i	i	i	i	i	i	i	i
COC(=O)c1ccccc1NC(=O)Cn1cnc([N+](=O)[O-])c1	i	i	i	i	i	i	i	i	i	i	i
O=C(CCCC(=O)N1CCN(c2ccc([N+](=O)[O-])cc2)CC1)c1ccccc1	i	i	i	i	i	i	i	i	i	i	i
O=S(=O)(/N=C/c1c(O)ccc2ccccc12)c1ccccc1	i	i	i	i	i	i	i	i	i	i	i
CCN(CC)CCCNC(=O)c1cc2c(Cl)nc3ccccc3c2s1	i	i	i	i	i	i	i	i	i	i	i
C#CNC(=O)C1(CC=C)CCNCC1	i	i	i	i	i	i	i	i	i	i	i
CCN(CC)CCn1c(=S)[nH]c2ccc(Br)cc2c1=O	i	i	i	i	i	i	i	i	i	i	i
CCCOc1ccccc1N1C(=O)CC(N(O)c2ccccc2)C1=O (stereo not given)	i	i	i	i	i	i	i	i	i	i	i
CCCCOc1ccc(C(O)C(CN2CCCCC2)c2ccccc2)cc1 (stereo not given)	i	i	i	i	i	i	i	i	i	i	i
CN(C)C(=S)SCCn1c(N)nc(N(C)C)nc1=O	i	i	i	i	i	i	i	i	i	i	i
Cc1ccccc1N(C(=O)c1cccs1)c1nc2ccccc2s1	i	i	i	i	i	i	i	i	i	i	i
NC(=O)c1nsc(C(=O)N(Cc2cccnc2)C(C(=O)NCc2ccc(F)cc2)c2ccc(F)cc2)c1N (stereo not given)	i	i	i	i	i	i	i	i	i	i	i
CCc1ccc(-n2c(=O)c3c(C)c(C(=O)N(C)C)sc3n(CC(=O)NCC3CCCO3)c2=O)cc1 (stereo not given)	i	i	i	i	i	i	i	i	i	i	i
O=C(Nc1ccc(Oc2ccccc2)nc1)C1CCCCN1Cc1ccc(O)cc1 (stereo not given)	i	i	i	i	i	i	i	i	i	i	i
